WRN helicase inh – WRN helicase (human) inhibition. WRN helicase unwinding, fluorescent forked duplex, kinetic. Potency, µM (highest dose often 114 µM), inactives show at the highest dose activity change, negative = inhibition, most hits filed as inhibitors. 360,000 tested, 0.46% active; further: potency means the concentration at half of the fitted maximal effect; on the % scale 0 is the no-effect control and ±100 the full control effect; nearly all actives have a fitted effect of over 55% in size
Target sequence (Q14191 whole entry, looked up): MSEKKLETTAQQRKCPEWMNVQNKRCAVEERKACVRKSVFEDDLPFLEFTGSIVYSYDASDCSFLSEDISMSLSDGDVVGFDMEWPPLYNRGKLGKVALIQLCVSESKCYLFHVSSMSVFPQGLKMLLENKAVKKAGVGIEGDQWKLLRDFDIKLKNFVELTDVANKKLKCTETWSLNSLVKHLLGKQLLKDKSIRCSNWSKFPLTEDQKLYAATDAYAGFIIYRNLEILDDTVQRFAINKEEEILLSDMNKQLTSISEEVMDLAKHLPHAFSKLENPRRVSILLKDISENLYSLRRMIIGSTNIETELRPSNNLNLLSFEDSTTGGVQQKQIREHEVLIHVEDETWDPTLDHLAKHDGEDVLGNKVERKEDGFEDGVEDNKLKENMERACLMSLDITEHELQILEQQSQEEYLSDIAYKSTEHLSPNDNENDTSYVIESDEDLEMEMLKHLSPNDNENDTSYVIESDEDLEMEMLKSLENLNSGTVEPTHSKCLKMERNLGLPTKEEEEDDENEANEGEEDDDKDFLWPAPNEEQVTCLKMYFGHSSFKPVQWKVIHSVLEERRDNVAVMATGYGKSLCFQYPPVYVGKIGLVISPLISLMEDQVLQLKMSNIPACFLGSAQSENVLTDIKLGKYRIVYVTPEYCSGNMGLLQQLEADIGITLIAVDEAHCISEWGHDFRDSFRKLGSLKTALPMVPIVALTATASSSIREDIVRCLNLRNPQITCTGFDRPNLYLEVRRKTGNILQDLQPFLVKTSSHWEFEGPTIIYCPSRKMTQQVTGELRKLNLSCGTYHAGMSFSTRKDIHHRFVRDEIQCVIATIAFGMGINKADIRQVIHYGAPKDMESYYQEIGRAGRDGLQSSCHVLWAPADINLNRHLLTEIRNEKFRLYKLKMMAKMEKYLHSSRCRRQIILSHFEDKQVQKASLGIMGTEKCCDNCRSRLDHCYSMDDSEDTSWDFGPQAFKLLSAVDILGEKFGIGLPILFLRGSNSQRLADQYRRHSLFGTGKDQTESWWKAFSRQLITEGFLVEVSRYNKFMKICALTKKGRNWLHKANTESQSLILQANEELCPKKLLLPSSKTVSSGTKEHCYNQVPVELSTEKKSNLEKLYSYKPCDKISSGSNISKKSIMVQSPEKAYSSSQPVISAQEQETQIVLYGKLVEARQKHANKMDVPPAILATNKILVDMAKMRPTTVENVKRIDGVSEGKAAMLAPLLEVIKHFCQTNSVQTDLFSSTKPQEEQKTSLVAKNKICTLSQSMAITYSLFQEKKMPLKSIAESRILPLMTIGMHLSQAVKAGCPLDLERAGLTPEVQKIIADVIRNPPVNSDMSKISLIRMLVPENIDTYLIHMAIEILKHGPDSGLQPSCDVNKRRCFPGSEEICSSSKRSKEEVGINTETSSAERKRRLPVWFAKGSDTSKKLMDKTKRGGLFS
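WRN at 20 nM final was preincubated with compound for 15 min at room temperature; reaction started with 100 nM forked duplex oligonucleotide carrying fluorophore and quencher plus 2 mM ATP (final). Unwinding followed kinetically by red fluorescence (ex 525/em 598 nm).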
PLK1 PBD block – inhibitors of human PLK1 polo-box domain binding. P53350. Plk1 PBD binding of FITC phosphopeptide, fluorescence polarization. Potency, µM, for inactives: max response, negative = inhibition, usual class: inhibitors. 360,000 tested, 2.8% active; further: potency means the concentration at half of the fitted maximal effect; series mostly up to about 57 µM; on the % scale 0 is the no-effect control and ±100 the full control effect; nearly all actives have a fitted effect of over 65% in size
EPAC1 agonist – activates human EPAC1 exchange factor; Potency, µM (series often up to 154 µM), inactives show at the highest dose activation, actives largely listed as activators; EPAC1 agonist qHTS, biochemical assay; response scale: 100% = response to 6.5 mM cAMP; 360,000 tested, 0.073% active; AID 720707; further: potency means the concentration at half of the fitted maximal effect; nearly all actives have a fitted effect of over 60% in size
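Nucleotide exchange by EPAC1 (100 nM) on Rap1B–BODIPY-GDP (250 nM) in the presence of 50 uM GDP is tracked fluorescently at 480/540 nm over 30 min. Signals are normalized to a 6.5 mM cAMP control.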
PI5P4K alpha inh – blocks human PI5P4K alpha kinase activity; P48426; PI5P4Kalpha enzyme, ADP-Glo luminescence, 60 min; active compounds read low; max response, %; 330,000 tested, 1.2% active; active means max response of -50% or lower; inconclusive means between -30% and -50%; inactive means -30% or higher; further: value at the top dose of about 77 µM; on the % scale 0 is the no-effect control and ±100 the full control effect
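PI5P4Kalpha ADP-Glo assay; 5 microM ATP final; 60 min RT reaction; HEPES pH 7.4/EGTA/CHAPS, 5% DMSO; controls lacking substrate or enzyme; luminescent end-point.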
Abeta rescue – A-beta toxicity reversal in yeast; yeast expressing A-beta42, growth rescue, OD600, 48 h; response scale: 0% DMSO, 100% iron-clioquinol control; Potency, µM (highest dose often 46.1 µM), for inactives: top-dose growth rescue, usual class: activators; 410,000 tested, 0.063% active; further: potency means the concentration at half of the fitted maximal effect; nearly all actives have a fitted effect of over 55% in size
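Yeast A-beta toxicity model in growth medium with pinned compounds, 48 h at 30 C; growth read as absorbance at 600 nm. Normalized to FeCl3/clioquinol equimolar mix (positive) and DMSO (negative).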
FUS suppressor – suppressors of FUS proteinopathy in yeast; S. cerevisiae FUS-expressing, growth rescue, OD600, 24 h; Potency, µM (highest dose often 76.6 µM), inactives show top-dose growth rescue (activation), most hits filed as activators; 390,000 tested, 0.24% active;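 further: potency means the concentration at half of the fitted maximal effect; plate controls were DMSO vehicle for no effect and reference control for full effect; nearly all actives have a fitted effect of over 55% in size; some results filed as inactive show a strong effect at the top dose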
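Toxicity suppression screen in FUS-yeast. Cells induced with 2% galactose, starting OD 0.005, treated 24hr at 30C with compounds at multiple final concentrations; growth by OD600.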
EPAC1 antag – EPAC1 (human) antagonism; EPAC1 GEF assay, Rap1b-BODIPY-GDP exchange fluorescence; Potency, µM (highest dose often 115 µM), for the others: at the top dose activity change, negative = inhibition, actives largely listed as inhibitors; AID 720709; 360,000 tested, 0.14% active;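 further: potency means the concentration at half of the fitted maximal effect; plate controls were vehicle for no effect and positive control for full effect; nearly all actives have a fitted effect of over 50% in size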
aSyn rescue – rescues yeast growth from alpha-synuclein toxicity; Yeast expressing alpha-synuclein, growth rescue, BacTiter-Glo, 24 h; Potency, µM (series often up to 46.1 µM), for the others: top-dose growth rescue (activation), hits mostly activators; 370,000 tested, 0.14% active; further: potency means the concentration at half of the fitted maximal effect; % of control where 0% means no effect; nearly all actives have a fitted effect of over 65% in size
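Readout is rescue of growth in alpha-synuclein-expressing yeast, so inhibitors of toxicity appear as activators. Growth after 24 hr at 30 deg C in galactose medium is quantified by luminescence.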
IL2 activator – activators of IL-2; 360,000 tested, 0.065% active; AID 652025; activation, % (series mostly up to about 46 µM); IL-2 activation reporter assay, cell-based qHTS; stimulated with anti-CD3/CD4/CD28 beads; in transgenic mouse T cells; in the data active means activation above about 50%; inconclusive means mostly about 30% to 49%; further: 0% is about no effect
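Quantitative HTS in unstimulated transgenic mouse T cells, with memory T cells as non-tolerant control and PMA/ionomycin as tolerance-bypass control. Compound pretreatment lasted 60 minutes before 18 h bead stimulation; EGFP/DsRed fluorescence read.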
* hit, by the source's call; ? = inconclusive; . = not tested or not shown; & = joins results of further samples; [ ] = remark or other dose. Unless noted, the call rests on the fitted dose curve; in most records, active means well fitted curve in the direction sought with a large enough effect; inconclusive means small, poorly fitted or top-dose-only effect, or another doubt; inactive means no such curve, though single readings can be large; an effect the other way counts as inactive or inconclusive.

Values run as follows: PLK1 PBD block, aSyn rescue, Abeta rescue, EPAC1 antag, PI5P4K alpha inh, EPAC1 agonist, FUS suppressor, WRN helicase inh, IL2 activator
> Cc1ccc(-c2cn3cccnc3n2)cc1NC(=O)c1c(-c2ccccc2Cl)noc1C
    -6%, -7%, -2%, 1%, 3, -5%, ., 0%, 0.3
> Cc1cccc(CC(=O)N2CCC(n3nccc3NC(=O)C3CC3)CC2)c1
    2%, 6%, -3%, -8%, -1, 1%, ., -22%, -1.9
> Cc1ccc2c(N)c(C(=O)c3ccccc3)sc2n1
    3%, 7%, -18%, -11%, 3, -3%, 4%, -11%, -4.6
> CN(C(=O)C=Cc1ccco1)c1ccccc1
    -5%, 0%, 0%, 0%, 8, 2%, ., ?, -2.2
> CCCN1CCC(N(C)CCc2ccc(OC)c(OC)c2)CC1
    -9%, -9%, -5%, -7%, ., 0%, 8%, 1%, 0.3
> CCOC(=O)Cc1cc(=O)n2[nH]c(-c3ccc(Cl)cc3)cc2n1
    -7%, -7%, -4%, 6%, ., -9%, 8%, -8%, -1.5
> COc1ccc(C(=O)NCC(=O)NCC(=O)OCc2ccc(Br)cc2)cc1
    -4%, -6%, -9%, 4%, 0, -8%, 7%, -4%, -0.3
> COc1ccc(CCNC(=O)CN(c2cccc([N+](=O)[O-])c2)S(C)(=O)=O)cc1
    -3%, 10%, 4%, 10%, 5, 8%, 2%, -3%, 3.3
> Cc1cc(/C=C2/SC(=O)N(CC(=O)OC(C)C)C2=O)c(C)n1C
    -7%, 2%, 10%, -8%, ., 3%, -3%, -7%, -1.1
> CCC(C)NC(=O)C1c2cc(OC)c(OC)cc2C(=O)N(C)C1c1cccs1 (stereo unspecified)
    3%, -1%, 22%, 13%, -3, -2%, 1%, 1%, 4.4
> O=C(NC(=S)NNC(=O)[C@H]1C[C@@H]1c1ccccc1)c1cccc(F)c1
    -4%, 4%, -30%, 3%, -11, -9%, 11%, 8%, -1.0
> Cc1nnc(SCCN2C(=O)c3ccccc3C2=O)[nH]c1=O
    0%, 0%, 9%, -3%, -7, 10%, 2%, 2%, -0.4
> COc1ccc(C)cc1-n1c(SCC(=O)Nc2cc(C)on2)nc2sc(C)c(C)c2c1=O
    -6%, -4%, 11%, -17%, -4, 8%, 21%, -4%[57.1 µM], 1.1
> Cc1csc(SCC(=O)N2CCN(S(=O)(=O)c3ccc(Cl)cc3)CC2)n1
    ?, 8%, 8%, 2%, -10, 22%, -6%, -12%, -2.5
> CN(C)c1ccc(C(=O)c2ccc(N(C)C)c(N)c2)cc1N
    5%, 0%, -23%, -7%, -1, 9%, 24%, -8%, 0.6
> Cc1ccc(OCCN2CCCC2)cc1
    -3%, -9%, 5%, 13%, 5, 9%, 4%, 5%, 0.1
> CCCNC(=S)N1CCC(C(=O)c2ccc(F)cc2)CC1
    -3%, 3%, 29%, -14%, 8, 12%, 8%, 0%[57.1 µM], -3.3
> COc1ccccc1/C=N/NC(=O)CC(=O)Nc1ccc(Cl)c(Cl)c1
    -5%, 6%, 2%, -8%, -2, 16%, 28%, -7%, -2.5
> CCOC(=O)CCCCCC(=O)Nc1ccc2c(c1)C(=O)N([C@@H](C)CO)C[C@H](C)[C@H](CN(C)C(=O)Nc1ccc(C(F)(F)F)cc1)OCCCC[C@H](C)O2
    3%, -2%, 5%, -2%, 4, -10%, 42%, 7%, -3.1
> CCN1C(=NCCN2CCOCC2)N[C@@H](c2ccccc2)C(C(=O)OC)=C1C
    -15%, -2%, -15%, -4%, 0, -9%, -10%, 0%, -0.2
> COc1cc(C2c3[nH]c4ccccc4c3CCN2Cc2cn(C)nc2C)ccc1F (stereo unspecified)
    14%, 6%, -10%, -23%, -2, 2%, 25%, -15%, 1.3
> CCOc1ccc(C(CC(=O)O)NC(=O)COc2ccccc2)cc1 (stereo unspecified)
    -4%, -10%, -2%, -11%, -4, 2%, 20%, 11%, 2.2
> CN1C[C@H]2CON(C)[C@H]2C[C@H]1c1cccc(-c2ccccc2)c1
    1%, 1%, -2%, 1%, 3, -10%, -29%, -2%, -0.3
> O=C(NCCc1ccc2c(c1)OCCO2)c1cccc(S(=O)(=O)N2CCCC2)c1
    -6%, -1%, -7%, -12%, -1, 15%, 11%, -3%, 0.1
> COc1ccc(CN2C(=O)C(CC(=O)NCCCN(C)C)CC(C(=O)N(C)C)=C2C)cc1 (stereo unspecified)
    6%, 8%, 7%, 7%, -3, -9%, 31%, 6%, 0.0
> Cc1ccc(NC(=O)NC(=O)CN2CCCC2c2ccc3c(c2)OCCO3)cc1C (stereo unspecified)
    6%, 8%, 32%, 7%, 10, -6%, -18%, -5%, 0.8
> Cc1ccccc1C(=O)c1cccn1CC(=O)NCc1ccco1
    -6%, 2%, 27%, 5%, -6, 0%, 11%, -6%, -0.2
> COc1ccc(OCCCSc2ncccn2)cc1
    -29%, -10%, -4%, -3%, -7, -4%, -17%, 3%, -0.3
> O=C(OCC(=O)N1CCN(C(=O)c2ccco2)CC1)c1ccccc1
    -11%, -4%, -3%, -11%, 9, 4%, 6%, -7%, 1.5
> Cc1ccc(NC(=S)NCC2CCCO2)cc1 (stereo unspecified)
    -7%, -2%, ?, -23%, 2, 0%, -13%, -15%[57.1 µM], -1.2
> CCOC(=O)NC(=S)Nc1ccc(OC)cc1
    0%, 2%, 17%, -1%, -14, -5%, -36%, 7%, 0.7
> COc1ccccc1CNC(=O)C/C(C)=N/NC(=O)Cc1ccc(Cl)cc1
    0%, 2%, 11%, 2%, -9, -1%, -6%, -3%, 4.0
> COc1cc(S(=O)(=O)N2CCN(c3ccccc3F)CC2)ccc1Cl
    -1%, 3%, -14%, 2%, 8, 8%, 16%, -16%, -2.7
> COc1cc2c(cc1OC)CN(CC(=O)Nc1ccc3c(c1)OC(F)(F)O3)CC2
    0%, 6%, -3%, -16%, -3, -9%, ., 1%, 0.9
> Cn1ncc2c(N3CCOCC3)ncnc21
    -8%, -1%, -20%, 0%, ., 14%, -8%, -4%[57.1 µM], -4.4
> CC(C)(C)CC(C)(C)N=C1Nc2ccccc2NC12C[C@H]1CCC(=O)N3CC[C@@H](C2)[C@@H]13 (stereo partly specified)
    -1%, 2%, 5%, -9%, -5, -34%[inhibitor], -13%, 4%, -0.4
> COC1(OC)C(=N/O)/C(=N\O)CCC1O (stereo unspecified)
    -8%, 1%, 0%, 9%, ., -8%, -5%, 3%, -1.5
> COc1cccc(OCc2cc(C(=O)N3CCCC3c3ccccn3)no2)c1 (stereo unspecified)
    -7%, 4%, 12%, 0%, -1, 0%, 23%, ?, -4.9
> COc1ccc(C(=O)NCC(=O)OCc2cccc(Br)c2)cc1
    -2%, -1%, 12%, -4%, ., 10%, 8%, -8%, 0.3
> COc1ccc(C)cc1NC(=O)c1cc(-c2ccccc2)nc2c1cnn2C(C)C
    -5%, -5%, -1%, ?, 15, -6%, 35%, -11%, -0.9
> OCCCNc1ncnc2c1ncn2[C@H]1CN(C2CCCC2)C[C@@H](CO)O1
    -15%, -2%, -8%, -8%, -3, -3%, -14%, 6%, -0.1
> O=C(NCCCN1CCOCC1)c1cc(-c2ccc3c(c2)OCO3)nc2ccccc12
    -1%, 2%, -30%, 13%, -7, -31%, -9%, -3%, -3.7
> O=C(Nc1nccs1)C1CCCN1S(=O)(=O)c1cccc2cccnc12 (stereo unspecified)
    27µM*, 1%, -7%, 2%, 5, -24%, -21%, 2%, -2.8
> COc1ccccc1CNC(=O)Cn1cnnn1
    2%, -4%, -3%, 9%, -5, 6%, -14%, 4%, 0.1
> C/C(=C\c1ccccc1)C(=O)NCCCn1ccnc1
    -14%, -4%, -19%, -4%, 3, -2%, -15%, 4%, -0.2
> COc1ccc(NS(=O)(=O)c2cccc(C(=O)N/N=C/c3ccc4c(c3)OCCO4)c2)cc1
    6%&-10%, 1%, -5%, -23%, 1, -8%, 28%, -10%, -2.3
> Cc1nn(Cc2c(Cl)cccc2Cl)c(C)c1NC(=O)Cn1nc([N+](=O)[O-])c(Cl)c1C
    -5%, 1%, 21%, 7%, -7, -10%, 1%, 4%, -1.4
> COc1ccc(CCNC(=O)CN2C(=O)c3cccc4cccc(c34)C2=O)cc1OC
    -5%, 1%, 7%, 1%, 3, -1%, -17%, 3%, -1.9
> CCOc1ccc(CCNC(=O)CCn2cccc2)cc1OCC
    -3%, 2%, -4%, -2%, -4, 0%, 4%, 7%, 3.1
> Cn1cnnc1SCc1ccccc1[N+](=O)[O-]
    1%, 1%, 9%, 6%, -4, -1%, 4%, 0%, -0.8
> OCCNc1nc(Nc2ccccc2O)nc(N2CCCC2)n1
    ., ., -8%, -6%, ., -2%, -6%, ., 2.3
> C=CCn1c(SCC(=O)NC2CCCCC2)nnc1-c1ccccn1
    -2%, 4%, 9%, -8%, 4, -12%, 5%, -31%, -1.8
> CCCCn1c(N)c(N(CC(C)C)C(=O)c2ccc(F)c(S(=O)(=O)N3CCOCC3)c2)c(=O)[nH]c1=O
    -7%, -3%, -5%, 7%, -5, -2%, 7%, -19%, -0.8
> O=C(COC(=O)/C=C/c1cn(-c2ccccc2)nc1-c1cccnc1)Nc1ccc(Cl)cc1Cl
    13%, 1%, 3%, 9%, -26, -13%, 10%, -30%[57.1 µM], 3.9
> CC(C)c1[nH]c(=O)c(C#N)c2c1COC(C)(C)C2
    -3%, 0%, 4%, 0%, ., 4%, 8%, -2%, 0.1

Entries of single compounds, quoted from the list. Order of values: PLK1 PBD block | aSyn rescue | Abeta rescue | EPAC1 antag | PI5P4K alpha inh | EPAC1 agonist | FUS suppressor | WRN helicase inh | IL2 activator
`C=CCn1c(SCC(=O)NC2CCCCC2)nnc1-c1ccccn1` across the screens: -2% | 4% | 9% | -8% | 4 | -12% | 5% | -31% | -1.8
`O=C(COC(=O)/C=C/c1cn(-c2ccccc2)nc1-c1cccnc1)Nc1ccc(Cl)cc1Cl` across the screens: 13% | 1% | 3% | 9% | -26 | -13% | 10% | -30%[57.1 µM] | 3.9

High-throughput results: PubChem BioAssay, National Center for Advancing Translational Sciences (NCATS)

This is a random part of the collection; about 4.1% have a hit in one of these screens.
